IDE act – human IDE activators in live cells, primary screen, fluorescence polarization, HEK cells, FAbeta-B substrate. Insulin-degrading enzyme (Homo sapiens), P14735. FAbeta-B cleavage; 0% vehicle, 100% cell-free pure enzyme wells. activation, % at 5.96 µM. 340,000 tested, 0.073% active. AID 493087, 2011;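 active means activation above the mean of all tested compounds plus 3 SD, set per screening campaign, cut at about 17% in these data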
IDE inh – human IDE inhibitors in live cells, primary screen, fluorescence polarization, HEK cells, FAbetaB substrate. inhibition, % at 5.59 µM. 320,000 tested, 0.41% active. AID 434962, 2010. FAbetaB cleavage;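 active means percent inhibition above the average of all tested compounds plus 3 SD, set per screening campaign, cut at about 16% in these data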;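 further: IDE supplied by intact live HEK cells; FP after avidin binding of uncleaved biotin substrate so inhibition keeps polarization high; 0% = DMSO wells and 100% = 60 µM reference IDE inhibitor Ii1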
M18AAP inhibitor – PfM18AAP inhibitors, malaria aminopeptidase, primary screen, biochemical, QFRET, recombinant enzyme | M18 aspartyl aminopeptidase (Plasmodium falciparum 3D7) | H-Glu-NHMec fluorogenic cleavage | inhibition, % at 7.35 µM | 290,000 tested, 1.2% active | AID 1822, 2009;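 active means inhibition above the campaign mean inhibition over all tested compounds plus 3 SD, cut at about 28% in these data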;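 further: 0% = plate median of test compound wells and 100% = 2 mM ZnCl2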
VIM-2 inh – VIM-2 metallo-beta-lactamase inhibitors, primary screen, biochemical, epi-absorbance readout, Pseudomonas aeruginosa enzyme. purified VIM-2, nitrocefin hydrolysis, epi-absorbance fluorescence. 290,000 tested, 0.89% active. inhibition, % at 5.6 µM;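 active means inhibition above the mean of all tested compounds plus 3 SD, cutoff set per screening run, cut at about 7.5% in these data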;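 further: red hydrolysis product quenches plate fluorescence so inhibitors raise well fluorescence; 0% = enzyme with DMSO and 100% = DMSO without enzyme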
NS3 helicase inh – inhibitors of HCV NS3 helicase, primary screen, biochemical, Cy5 molecular beacon fluorescence | 290,000 tested, 0.56% active | NS3 helicase DNA unwinding | AID 1800, 2009 | inhibition, % at 10.9 µM;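 active means inhibition above the mean of all tested compounds plus 3 SD, set per campaign, cut at about 35% in these data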;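 further: 0% = DMSO wells and 100% = thioflavine S control wells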
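Test system: hepatitis C virus NS3 helicase domain fragment enzyme. Also added: annealed dual-labelled DNA beacon duplex, ATP-started. Timing: 60 min unwinding reaction at 25 °C after ATP addition. Technique: Cy5 fluorescence. Measure: % inhibition of unwinding.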
p-CIP stab down – p/CIP-EGFP fusion destabilizers, primary screen, fluorescence, F442A cells; 16 h; decrease of EGFP signal, % at 10 µM; 290,000 tested, 0.01% active;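 active means EGFP signal decrease of at least 30% at 10 µM or well 3 SD below plate mean, unless failing retest; inactive means the rest, including hits failing retest or dose response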; further: some compounds called inactive have numbers as strong as hits; many of its hits are not listed in these tables
Target sequence (Q05BA5 1-1403): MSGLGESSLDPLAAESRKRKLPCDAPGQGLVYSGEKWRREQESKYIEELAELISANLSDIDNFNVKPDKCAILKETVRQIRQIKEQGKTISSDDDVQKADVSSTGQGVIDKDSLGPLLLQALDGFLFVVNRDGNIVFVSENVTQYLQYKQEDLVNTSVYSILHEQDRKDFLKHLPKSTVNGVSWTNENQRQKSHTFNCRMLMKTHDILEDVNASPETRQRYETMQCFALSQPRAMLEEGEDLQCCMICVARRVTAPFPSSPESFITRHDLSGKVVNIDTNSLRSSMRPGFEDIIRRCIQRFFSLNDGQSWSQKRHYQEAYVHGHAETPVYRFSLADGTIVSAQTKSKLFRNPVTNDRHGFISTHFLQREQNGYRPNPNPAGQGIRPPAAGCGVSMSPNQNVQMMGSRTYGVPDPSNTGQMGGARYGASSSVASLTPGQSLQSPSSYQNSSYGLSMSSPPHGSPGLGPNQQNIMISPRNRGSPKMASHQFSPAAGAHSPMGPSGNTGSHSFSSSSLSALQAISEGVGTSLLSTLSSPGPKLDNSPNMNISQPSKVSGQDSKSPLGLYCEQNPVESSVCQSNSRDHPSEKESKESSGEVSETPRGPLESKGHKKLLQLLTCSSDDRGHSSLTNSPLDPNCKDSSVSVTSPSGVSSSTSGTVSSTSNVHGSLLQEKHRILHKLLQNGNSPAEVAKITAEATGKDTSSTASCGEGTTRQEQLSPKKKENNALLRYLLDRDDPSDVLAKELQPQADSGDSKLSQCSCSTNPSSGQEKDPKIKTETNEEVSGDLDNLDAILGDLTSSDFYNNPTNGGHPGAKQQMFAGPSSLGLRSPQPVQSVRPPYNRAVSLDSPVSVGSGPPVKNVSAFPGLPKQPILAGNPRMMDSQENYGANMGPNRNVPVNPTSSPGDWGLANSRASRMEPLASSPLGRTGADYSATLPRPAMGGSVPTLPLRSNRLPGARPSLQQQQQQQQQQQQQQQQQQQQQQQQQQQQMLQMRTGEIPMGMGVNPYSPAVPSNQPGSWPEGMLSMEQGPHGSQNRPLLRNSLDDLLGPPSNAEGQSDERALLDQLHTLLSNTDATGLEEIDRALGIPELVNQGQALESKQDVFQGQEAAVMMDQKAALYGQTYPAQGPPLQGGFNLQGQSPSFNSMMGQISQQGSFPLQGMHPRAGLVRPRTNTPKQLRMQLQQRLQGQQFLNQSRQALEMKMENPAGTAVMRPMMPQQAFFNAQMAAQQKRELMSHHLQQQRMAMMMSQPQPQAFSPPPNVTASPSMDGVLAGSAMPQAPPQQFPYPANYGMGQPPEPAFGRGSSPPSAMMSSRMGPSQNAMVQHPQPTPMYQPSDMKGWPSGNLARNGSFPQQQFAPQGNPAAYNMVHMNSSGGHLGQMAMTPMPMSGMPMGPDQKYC
IMP-1 inhibitor – IMP-1 metallo-beta-lactamase inhibitors, primary screen, biochemical, epi-absorbance readout, Pseudomonas aeruginosa enzyme; inhibition, % at 5.6 µM; AID 1556, 2009; purified IMP-1, nitrocefin hydrolysis, epi-absorbance fluorescence; 290,000 tested, 0.45% active; metallo-beta-lactamase IMP-1 (Pseudomonas aeruginosa);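 active means inhibition above the mean plus 3 SD of all compounds in the same screening run, cut at about 4.5% in these data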;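 further: 0% = IMP-1 with DMSO and 100% = DMSO wells lacking enzyme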
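system = purified recombinant IMP-1 beta-lactamase | amount = 0.2 nM IMP-1, as dispensed | medium = HEPES buffer pH 7.1 with ZnSO4 and Brij 35 | times = 25 °C, 15 min preincubation, 25 min reaction | detection = plate fluorescence quenching by hydrolysis product, ex 480/em 530 nm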
UBC9 SUMO inh – inhibitors of in vitro SUMOylation cascade, primary screen, biochemical, HTRF, uHTS | inhibition, % at 35 µM | 290,000 tested, 0.36% active | SUMO-conjugating enzyme UBC9 (Homo sapiens), P63279 | HTRF SUMOylation assay, SAE1/SAE2 + UBC9 | AID 2006, 2009; in the data active means inhibition above about 50%, passing the limit was not always enough; further: strong numbers were not always called active
FID counter – compounds displacing fluorescent DNA intercalator, primary screen, artefact control for HCV NS3 helicase inhibitor project, biochemical, FID fluorescence; DNA fluorescent intercalator displacement; inhibition, % at 7.9 µM; 290,000 tested, 0.17% active; in the data active means inhibition above about 37%;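 further: 0% = vehicle and 100% = reference compound; higher means more ethidium bromide displaced from hairpin DNA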
* marks the source's active call; other numbers are inactive results; · = not tested or not shown.

structure	IDE act	IDE inh	M18AAP inhibitor	VIM-2 inh	NS3 helicase inh	p-CIP stab down	IMP-1 inhibitor	UBC9 SUMO inh	FID counter
CCOc1cc(-c2nc(-c3ccc(C)nc3OCC)no2)cc(OCC)c1OCC	7.2	0.3	-0.7	-2.4	-3.3	-4.3	-2.5	8.5	-1.5
O=C(NCc1ccc(F)cc1)C1C2C=CC3(CN(Cc4cccnc4)C(=O)C13)O2 (stereo not given)	-1.9	1.2	-1.2	0.1	3.8	11.0	-1.2	9.0	-0.6
O=c1[nH]c2ccc(S(=O)(=O)NCc3ccccn3)cc2s1	8.2	4.4	1.3	-1.2	3.0	9.1	-4.2	2.9	1.6
C=C1SC(Nc2c(C)cccc2C)=NC12CCCCC2	·	10.8	-12.4	-0.8	-23.7	-13.2	-2.4	21.0	-5.0
CCN1CCN(C(=O)Nc2cccc3ccccc23)CC1	-3.6	3.0	-21.3	-2.9	1.7	-7.8	-3.9	13.7	2.5
O=C1c2ccccc2C(=O)N1c1ccc(-c2nc3ccccc3o2)cc1	·	·	-3.4	-6.6	-4.4	-11.0	-1.0	9.6	-1.3
CCCC(=O)c1c[nH]c(C(=O)NCc2ccco2)c1	-7.1	1.5	3.2	-1.2	1.9	-3.7	-0.6	-1.7	-2.2
Cc1csc(N(C(=O)c2ccc(S(=O)(=O)N(C)C)cc2)c2ccccc2)n1	0.2	6.0	-8.9	-3.1	1.1	-3.4	-4.7	6.1	-2.0
O=C(COc1ccc(Cl)cc1)NCCCn1ccnc1	2.3	7.7	-3.3	-3.0	-10.1	2.4	-2.0	3.4	1.0
c1ccc2c(CNn3cnnc3)cccc2c1	4.2	0.6	2.8	-2.7	0.7	-4.4	-5.2	-5.1	-0.2

Brought forward from above: two compounds, then new ones.
structure	IDE act	IDE inh	M18AAP inhibitor	VIM-2 inh	NS3 helicase inh	p-CIP stab down	IMP-1 inhibitor	UBC9 SUMO inh	FID counter
O=C(COc1ccc(Cl)cc1)NCCCn1ccnc1	2.3	7.7	-3.3	-3.0	-10.1	2.4	-2.0	3.4	1.0
c1ccc2c(CNn3cnnc3)cccc2c1	4.2	0.6	2.8	-2.7	0.7	-4.4	-5.2	-5.1	-0.2
Cc1[nH]nc2ncc(C(=O)c3ccccc3O)cc12	-0.7	4.5	8.9	-0.8	2.3	7.1	-6.5	20.1	-3.2
CCN(C(=O)c1c(C)cc(=O)oc1C)c1ccc2c(c1)OCO2	6.4	-0.8	-9.8	1.3	-4.5	1.1	-3.1	24.7	-0.6
O=C(Nc1ccccc1)N1CCN(c2cccc(C(F)(F)F)c2)CC1	-1.8	4.0	-1.8	-2.1	-10.9	1.4	-0.7	-3.8	-13.3
CCn1c(=O)c(C(=O)NCc2ccc(F)cc2)c(O)c2ccccc21	2.1	-2.2	-0.8	-1.9	-10.8	6.6	-1.5	-14.3	-4.4
O=C(Nc1ccc(-c2cn3ccccc3n2)cc1)c1ccco1	1.0	7.2	-12.1	-1.0	-5.0	-17.7	-1.1	3.8	-2.3
O=CN1CCN(C(=O)c2cccc3c2-c2ccccc2C3=O)CC1	2.7	2.1	-8.7	-2.7	-13.9	-23.0	-3.5	4.4	-6.7
O=C(COc1ccc([N+](=O)[O-])cc1)Nc1cc(C(=O)O)cc(C(=O)O)c1	2.5	0.7	-3.1	-0.2	-9.6	20.5	-2.4	-0.3	-2.0
COC(=O)c1ccc(NC(=O)CSC2=NC(=O)C(c3ccccc3)C(=O)N2)cc1 (stereo not given)	4.7	0.1	2.3	-1.6	2.4	0.1	-1.9	-0.4	-3.5
COc1cccc(C(=O)Nc2nnc(S(=O)(=O)N(C)Cc3ccccc3)s2)c1	0.1	-5.2	1.5	0.0	13.9	-22.8	0.6	·	-10.1
CCc1ccc(CCC(=O)Nc2nnc(C)s2)o1	1.8	-3.2	-0.1	-1.1	0.1	-4.3	-0.1	-3.6	-2.3
FC(F)(F)COc1ccc(-n2ccnc2)nn1	-3.8	-1.7	-0.9	-3.0	10.1	-6.1	-2.8	-2.3	0.5
O=C1Nc2ccccc2/C1=C/c1cnc(-c2ccccc2)[nH]1	-31.6	32.3*	-8.4	-2.2	-10.6	-49.5	1.9	20.4	-14.2
O=C(NCc1ccco1)C(c1ccccc1)N(C(=O)Cc1cccs1)c1cccnc1 (stereo not given)	1.5	-3.2	14.2	-1.6	1.4	-11.6	-1.9	14.8	-13.2
NC(=O)c1nsc(C(=O)N(CC(=O)NCc2ccc(F)cc2)Cc2ccco2)c1N	5.1	2.5	-11.0	-0.2	-1.5	-5.5	-0.9	20.1	-4.2
Cc1ccc(C(=O)N2CCN(c3ccc(NC(=S)NC(=O)c4cccs4)cc3)CC2)cc1	6.8	-5.1	5.3	-2.7	7.0	-11.5	-1.9	0.2	-5.0
O=c1c2cccnc2[nH]c(=S)n1CCCN1CCN(c2ccccc2F)CC1	1.5	1.4	-3.9	-2.6	12.6	-18.6	-9.0	18.8	1.5
Cc1c(Cl)c(=O)oc2cc(OCC(=O)NCc3cccs3)ccc12	3.5	8.9	-1.9	2.7	-3.6	-8.8	-1.1	40.7	-9.6
CCOC(=O)c1sc(NC(=O)CS(=O)(=O)c2ccc(C)cc2)nc1C	-5.1	0.6	-0.6	0.1	9.8	-7.5	-2.5	-10.0	-11.7
CCC(=O)Nc1ccc(NC(=O)Cc2ccccc2)cn1	3.0	8.2	3.1	-7.7	-8.6	-1.2	-2.3	20.0	2.7
O=C(NCCc1ccco1)C(=O)NCC1OCCCN1S(=O)(=O)c1ccc(F)cc1 (stereo not given)	7.3	-1.7	-2.4	0.2	19.7	-5.2	1.4	-0.5	-17.0
CCCCCOc1ccc(C(=O)NC(CCC)C(=O)O)cc1 (stereo not given)	4.7	-2.2	-6.2	-0.8	11.3	-15.2	-5.1	7.4	-37.8
Cc1cc(Nc2cccc(F)c2)nc(-c2ccccc2O)n1	-1.3	3.6	3.2	-2.2	-7.2	-4.7	-1.5	-3.0	17.2
NC(=O)/C(=C/c1ccco1)C(N)=S	-6.2	6.9	42.1*	-1.0	20.3	-8.8	-0.6	19.1	1.6
COc1cccc(/C=N/n2c(=S)n(C)c3cc(C)c(C)cc32)c1OC	-0.7	-3.3	-15.2	-1.6	3.7	-9.1	-0.2	-8.2	1.3
Cc1ccc(OCC(=O)c2cc(C)n(-c3ccccc3)c2C)c([N+](=O)[O-])n1	3.2	-2.5	12.4	-2.0	-7.7	-5.5	-0.1	-6.3	4.5
N#CC(C(N)=O)=C1CCC2(CC1)OCCCCO2	2.3	-6.5	-4.0	-2.6	-1.7	-9.1	-1.9	5.8	1.0
O=C(O)CCCN=C1CCCc2ccccc2N1	17.3	-4.1	1.3	-1.7	-2.6	-7.4	-3.5	-0.3	1.9
Cc1cc(OC(C)C(=O)NCc2cccnc2)c2c(C)cc(=O)oc2c1 (stereo not given)	-2.4	5.3	1.4	-2.5	-5.0	-14.1	-3.6	24.7	-14.4
COc1ccc(-c2nnc(SCC(=O)N(C)C3CCS(=O)(=O)C3)n2N)cc1OC (stereo not given)	2.2	-3.5	-4.9	-0.8	-0.2	-0.8	-0.6	-5.8	-2.2
O=S(=O)(NCC(Nc1ccc(Cl)cc1)c1ccccc1)c1ccccc1 (stereo not given)	4.8	-5.0	-7.8	0.8	-29.6	-0.1	-1.5	-24.6	-6.2
Cc1[nH]c2ccccc2c1/C=N/NC(=O)c1cccc(S(=O)(=O)Nc2ccccc2Cl)c1	-4.1	8.4	-3.9	-1.8	-0.9	-8.5	-3.1	11.1	9.9
CCNS(=O)(=O)c1ccc(Br)c(OC)c1	5.7	2.3	0.2	-3.5	0.8	-6.1	-2.7	2.4	-4.5
COc1ccc(N2CCN(C(=O)Cn3cnc4sc(C)c(S(=O)(=O)N5CCOCC5)c4c3=O)CC2)cc1	-0.3	-0.5	2.5	-0.8	1.0	10.6	-1.2	-8.4	-23.2
Cc1cccc(C(=O)O/N=C/c2c(Cl)n(C)c3ccccc23)c1	-4.9	4.6	-1.7	-2.1	-1.4	-0.5	-2.2	6.1	0.0
O=C(N/N=C\c1cccnc1)c1cc(-c2ccc(Cl)s2)[nH]n1	1.9	15.1	3.6	-3.8	4.4	-0.2	-1.7	21.2	-9.2
O=C(COc1ccc(-c2nnco2)cc1)N1CCN(S(=O)(=O)c2ccccc2)CC1	0.2	2.0	2.9	-4.6	12.9	3.3	-0.2	23.5	-16.0
COc1ccc(Cl)cc1N(CC(=O)N/N=C/c1ccc(OC(C)C)cc1)S(=O)(=O)c1ccc(C)c([N+](=O)[O-])c1	-0.9	6.7	-3.2	-1.6	-6.0	0.0	-1.8	-18.1	3.1
COc1cc(CNCCO)cc(Br)c1OCc1cccs1	0.2	3.6	-8.8	-4.4	-20.0	-14.0	-2.1	-1.6	16.5
O=C(N/N=C/c1nn(-c2ccccc2)cc1-c1ccccc1)c1ccncc1	-3.2	0.1	-0.4	-3.5	-8.0	4.3	-4.4	-9.1	-15.0
COc1ccc(OC)c(C2/C(=C(\O)c3ccc(OC)c(Cl)c3)C(=O)C(=O)N2CCN(C)C)c1 (stereo not given)	3.2	0.6	-2.2	-0.6	-5.0	-0.4	0.1	13.6	-0.3
CC(C)(C)C(=O)Nc1c2c(nn1-c1cccc(Cl)c1)CS(=O)(=O)C2	-5.9	-7.5	-5.7	-0.2	1.5	-5.3	-1.6	10.3	-5.2
CCCCOCCCNC(=O)Cc1cccs1	1.1	1.2	4.5	-4.2	-0.4	0.4	-5.9	-7.3	-6.8
N/C(=N\S(=O)(=O)c1cc(C(F)(F)F)cc(C(F)(F)F)c1)c1cccs1	0.3	-6.5	-3.4	-1.6	-10.4	5.2	-1.0	13.0	-8.7
CCCCn1c(N)c(N(CC(C)C)C(=O)C2CCN(S(=O)(=O)c3ccc(C)c(C)c3)CC2)c(=O)[nH]c1=O	1.3	-3.6	-6.1	3.9	18.1	6.3	0.3	3.7	-19.9
C=CCN(C(=O)c1csnn1)C(C(=O)NC1CCCCC1)c1ccc(C)cc1 (stereo not given)	-1.6	5.2	-5.5	-3.2	8.3	-16.6	-4.0	0.1	-37.0
CN1CCS/C1=C/C=C1/SC(=S)N(Cc2ccccc2)C1=O	-81.0	105.2*	-0.3	-3.9	19.3	-109.0	2.3	3.6	-11.7
